Source: PubChem (several laboratories)
Fh CTSL1 inh = blocks F. hepatica cathepsin L1 in PFM18AAP counter-screen; AID 1906; 300,000 tested, 0.49% active; recombinant F. hepatica cathepsin L1, Z-Leu-Arg-MCA fluorescence; inhibition, % at 5.96 µM;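 active means inhibition above the mean of all tested compounds plus 3 SD, set per screening campaign, cut at about 17% in these data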;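 further: 0% = plate median of test compound wells and 100% = 1 µM Z-Phe-Ala-diazomethylketone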
EBNA-1 inhibitor = blocks EBNA-1 binding to DNA; EBNA-1 DNA binding, fluorescence polarization; inhibition, % at 14.8 µM; 300,000 tested, 0.34% active; in the data active means inhibition above about 28%
TPT1 inh = blocks Candida albicans tRNA 2'-phosphotransferase; 300,000 tested, 0.81% active; AID 1962; recombinant caTPT1, FP RNA substrate dephosphorylation; inhibition, % at 5 µM;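 active means inhibition above the mean of all tested compounds plus 3 SD, set per screening campaign, cut at about 24% in these data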;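 further: plate controls were DMSO alone for no effect and ferristatin control at 100 nM for full effect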
Efflux pump inh = blocks antifungal efflux pumps in multiplex yeast assay | S. cerevisiae Candida pump triplex, Nile Red efflux | AID 485275 | inhibition, % at 10 µM | 330,000 tested, 0.44% active;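 active means plate passing quality check with inhibition over a set limit, or well fluorescence over plate mean plus 4 SD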;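 further: Nile Red retained in pooled yeast measured as flow cytometry median fluorescence; 0% = buffer negative control and 100% = Enniatin B positive control; higher means more Nile Red kept so more efflux inhibition; some compounds called inactive have numbers as strong as hits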
PP5 primary = PP5 (human) phosphatase inhibition. inhibition, % at 6.7 µM. purified PP5c, OMFP substrate fluorescence. 320,000 tested, 0.18% active. AID 1987;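 active means inhibition above the campaign's mean inhibition across all tested compounds plus 3 SD, cut at about 9.5% in these data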;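 further: 0% = DMSO only and 100% = 100 µM cantharidin control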
Target sequence (P53041 whole entry, looked up): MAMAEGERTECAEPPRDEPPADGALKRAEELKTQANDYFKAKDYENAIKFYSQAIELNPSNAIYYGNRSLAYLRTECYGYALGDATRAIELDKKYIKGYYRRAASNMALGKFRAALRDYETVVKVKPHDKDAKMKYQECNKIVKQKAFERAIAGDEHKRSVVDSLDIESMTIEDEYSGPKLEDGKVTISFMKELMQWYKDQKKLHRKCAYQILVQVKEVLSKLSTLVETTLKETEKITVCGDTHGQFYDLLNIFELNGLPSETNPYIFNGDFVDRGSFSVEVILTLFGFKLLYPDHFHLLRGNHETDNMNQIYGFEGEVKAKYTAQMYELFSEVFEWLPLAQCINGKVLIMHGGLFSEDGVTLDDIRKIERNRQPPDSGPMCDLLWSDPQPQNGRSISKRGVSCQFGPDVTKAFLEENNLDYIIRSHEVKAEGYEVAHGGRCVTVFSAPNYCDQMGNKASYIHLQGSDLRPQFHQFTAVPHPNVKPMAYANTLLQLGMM
ZTA DNA inh = blocks Epstein-Barr virus ZTA, an EBNA-1 counter-screen. P03206. ZTA-DNA binding, fluorescence polarization. inhibition, % at 11 µM. 320,000 tested, 0.15% active; in the data active means inhibition above about 33%
Target sequence (P03206 whole entry, looked up): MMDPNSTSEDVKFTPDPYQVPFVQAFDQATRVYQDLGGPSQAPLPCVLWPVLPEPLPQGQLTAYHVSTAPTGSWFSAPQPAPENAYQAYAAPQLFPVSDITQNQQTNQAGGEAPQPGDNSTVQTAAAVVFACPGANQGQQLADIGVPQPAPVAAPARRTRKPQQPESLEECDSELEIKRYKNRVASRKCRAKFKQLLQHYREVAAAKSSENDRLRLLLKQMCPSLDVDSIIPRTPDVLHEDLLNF
PP1 counter = blocks human PP1-alpha phosphatase, a PP5 counter-screen; P62136; 320,000 tested, 0.9% active; inhibition, % at 6.7 µM; purified PP1alpha, OMFP fluorescence;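 active means inhibition above the mean inhibition of all tested compounds plus 3 SD, computed separately for each screening campaign, cut at about 15% in these data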
Target sequence (P62136 whole entry, looked up): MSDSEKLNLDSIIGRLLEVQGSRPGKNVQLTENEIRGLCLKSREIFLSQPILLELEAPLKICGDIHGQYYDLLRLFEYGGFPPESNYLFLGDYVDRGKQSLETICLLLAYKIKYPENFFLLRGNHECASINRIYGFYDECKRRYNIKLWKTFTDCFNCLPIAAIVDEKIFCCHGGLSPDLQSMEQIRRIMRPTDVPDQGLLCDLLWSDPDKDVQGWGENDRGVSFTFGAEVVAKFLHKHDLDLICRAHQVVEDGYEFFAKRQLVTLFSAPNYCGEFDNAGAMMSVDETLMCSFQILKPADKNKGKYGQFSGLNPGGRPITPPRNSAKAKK
core dimer inh = blocks dimerization of HCV core protein. inhibition, % at 5 µM. 300,000 tested, 0.33% active. AID 1899. TR-FRET GST/Flag-core106 dimerization, 1536-well;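 active means inhibition above the mean of all tested compounds plus 3 SD, set per screening campaign, cut at about 45% in these data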
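assay system = GST-tagged and Flag-tagged HCV core protein residues 1-106 | controls = unlabelled core106 and no-GST-core106 wells | incubation = compound-protein-antibody incubation 4 h at 22.5 °C | probe or stimulus = Eu donor and XL665 acceptor anti-tag antibodies | read-out = % inhibition based on acceptor/donor emission ratio | signal = TR-FRET 671 and 617 nm emission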
PREPL inh = inhibits the human prolyl oligopeptidase-like enzyme; inhibition, % at 5.96 µM; Q4J6C6; recombinant PREPL, fluorescence polarization activity-based probe; 320,000 tested, 0.68% active; AID 2751; in the data active means inhibition above about 43%;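 further: 0% = enzyme with DMSO and 100% = wells lacking enzyme; many of its hits are not listed in these tables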
Starred values were filed as active, the others as inactive; . = no result given.

structure	Fh CTSL1 inh	EBNA-1 inhibitor	TPT1 inh	Efflux pump inh	PP5 primary	ZTA DNA inh	PP1 counter	core dimer inh	PREPL inh
O=C(Nc1ccccc1)C1CCCN1C(=O)NCc1ccccc1 (centres undefined)	2	3	3	0.0	-1.3	14	-2	3	-2
COCCCn1c(=O)/c(=C\c2ccccc2OC(F)F)s/c1=C(/C#N)C(=O)N1CCOCC1	2	5	2	0.1	-0.1	0	0	8	5
CCOc1cc(NS(=O)(=O)c2ccc(NC(C)=O)cc2)c(OCC)cc1NC(=O)C(C)C	1	8	-2	-0.1	-1.8	3	3	-1	-1
CC#CC(=O)N1CCC(CCC(=O)N(C)Cc2ccccc2)CC1	2	2	-2	0.1	-1.2	-1	-3	0	-2
O=C(O)c1cc(S(=O)(=O)Nc2cc(Cl)ccc2Oc2ccccc2)ccc1O	.	.	.	0.1	3.6	-11	15	.	3
CC(NS(=O)(=O)c1ccc2c(c1)OCCCO2)C(=O)O (centres undefined)	-2	-10	0	0.1	0.8	-8	-2	-1	1
Cc1ccc(Cl)cc1NS(=O)(=O)c1ccc2c(c1)NC(=O)C(C)C(=O)N2 (centres undefined)	-3	7	0	-0.1	1.8	-9	5	-8	3
CCOc1ccc(OCC)c(S(=O)(=O)NCCOC23CC4CC(CC(C4)C2)C3)c1	5	-6	1	-0.2	1.4	-3	1	8	1
COc1cccc(CN(C)C(=S)Nc2ccc(C)c(C)c2)c1	-5	-11	6	0.2	0.4	1	-3	-1	0
CC(C)CNS(=O)(=O)c1ccc(CC(C)C)cc1	0	-3	-1	0.2	3.8	6	-1	4	-3
CCOC(=O)CNC(=O)CSc1nc2ncc(Br)cc2[nH]1	-4	-4	4	-0.1	3.4	-14	3	-2	-1
Cc1c(O)cc2n(c1=O)-c1ccc(Cl)cc1C2(C)C	0	-8	-2	-0.1	2.4	-1	-3	-4	4
CN(C)S(=O)(=O)N(CCN1CCOCC1)Cc1ccccc1F	0	-2	-1	0.0	1.0	7	-1	4	-4
Cc1cc(C(=O)NCc2cc(C)n(C)n2)sc1-c1ccccc1	0	12	0	0.0	0.5	12	-1	5	1
O=C(Nc1c(F)cc(F)cc1Br)c1cccnc1	0	-3	2	0.1	2.2	5	-3	-2	2
CNC(=O)c1nc[nH]c1C(=O)NC	2	-1	-1	0.0	-1.5	-17	1	-1	11
Cc1cc(-c2nnco2)c(C)n1-c1ccccc1	-1	-1	6	0.2	3.2	-9	-1	4	-2
O=C(Cn1c(=O)oc2cc(S(=O)(=O)N3CCCC3)ccc21)Nc1ccccc1Br	1	-3	2	0.1	0.1	15	0	0	-3
COc1ccccc1C(=O)NCc1ccco1	4	-1	3	0.0	0.1	-9	2	2	-3
O=C(NCCCn1ccnc1)C(=O)Nc1ccccc1	-2	4	2	-0.1	-2.1	3	-7	2	-1
CC(C)(C)Nc1nc(OCC#N)nc(N2CCCCC2)n1	7	-1	-4	0.2	0.3	-10	2	-6	4
O=C(CCc1nc(-c2ccccc2F)no1)NCCN1CCOCC1	4	6	2	0.1	0.2	-7	-2	-6	8
CCOC(=O)N1CCN(c2c(NC3CCN(Cc4ccccc4)CC3)c(=O)c2=O)CC1	-1	3	-2	-0.1	3.5	4	-4	-5	8
COC(=O)c1cccc2nc3c(C(C)O)cccc3nc12 (centres undefined)	87*	-2	-7	0.2	7.6	11	4	-17	12
O=C(COC(=O)C1CCN(c2ccc(C(F)(F)F)cn2)CC1)Nc1ccc(Cl)cn1	-3	8	2	0.1	6.1	4	8	3	8
CC(NC(=O)c1ccco1)C(=O)O (centres undefined)	.	.	.	0.2	1.8	8	-1	.	17
COc1ccc([N+](=O)[O-])cc1COc1cc(C)cc2oc(=O)cc(-c3ccccc3)c12	1	3	1	0.1	0.3	-14	-2	31	12
CCCC(=O)Nc1cccc(NC(=O)c2ccc([N+](=O)[O-])cc2Cl)c1	2	-4	2	0.0	1.4	-13	1	-3	8
COc1cc(OC)cc(C(=O)N2CCC(N3CCN(c4ccccc4)CC3)CC2)c1	-1	1	4	0.1	1.0	-1	-1	-1	0
CCn1c(=O)c2c3c(sc2n(C)c1=O)CCC3	-7	-7	4	-0.1	2.9	-13	-1	-4	9

Continuation.
structure	Fh CTSL1 inh	EBNA-1 inhibitor	TPT1 inh	Efflux pump inh	PP5 primary	ZTA DNA inh	PP1 counter	core dimer inh	PREPL inh
Cc1c(Cl)c(C(=O)N2CCCc3ccccc32)nn1C	-2	2	2	0.1	3.0	5	-2	-1	-1
COc1ccc(C(CNC(=O)CN2C(=O)NC3(CCCC3)C2=O)N(C)C)cc1 (centres undefined)	-1	1	-2	0.0	-1.7	-18	-2	-3	7
Cc1nnc(SCC(=O)N(C)CC(=O)Nc2ccc(F)cc2)n1Cc1ccccc1	-3	4	-2	0.1	-0.6	12	1	-1	8
CCOc1ccc(NC(=O)CN2C(=O)c3ccccc3C2=O)cc1	1	2	-3	-0.1	-1.1	1	3	-6	0
COc1ccc(C)cc1NC(=O)CCCNC(=O)Cn1cnc2sc(C)c(C)c2c1=O	1	8	0	0.6	0.0	-9	1	-2	2
CC(OC(=O)Cc1ccccc1[N+](=O)[O-])C(=O)NC(=O)NC1CCCCC1 (centres undefined)	12	-14	0	-0.2	3.8	-25	-1	0	5
CCCCNC(=S)Nc1ccc2[nH]c(=O)[nH]c2c1	4	-7	-1	-0.1	-1.8	-7	1	-2	2
O=C(NC1CCCCC1)N1CCN(C2CCCCC2)CC1	1	-5	-3	0.3	2.1	0	-4	-2	1
O=C(COC(=O)CCS(=O)(=O)c1ccc(Cl)cc1)NCCc1ccc(Cl)cc1Cl	-63	0	5	0.6	4.8	-6	5	-6	-5
CN(c1ccc(F)cc1)S(=O)(=O)c1ccc2[nH]cc(C(=O)O)c(=O)c2c1	3	4	-4	0.0	1.1	12	15	6	5
O=C1C(=O)N(CCCn2ccnc2)C(c2cccnc2)/C1=C(/O)c1ccc(F)cc1 (centres undefined)	3	13	3	0.0	-2.0	12	-3	-4	-1
CCOc1ccccc1NC(=O)CNC(=O)c1nn(-c2ccc(OC)c(OC)c2)c(=O)c2ccccc12	1	-6	0	0.1	0.1	0	-1	8	-1
COC(=O)c1c(C)[nH]c(C(=O)OC(C)C(=O)N2CCOCC2)c1C (centres undefined)	2	1	2	0.0	0.1	6	-1	-2	-2
Cc1ccc(C(=O)Nc2cccc(N3C(=O)C4CCC(C)CC4C3=O)c2)cc1 (centres undefined)	1	1	2	0.2	2.8	10	-3	0	-5
CC(C)(C)OC(=O)N1CCN(C(=O)OCC2c3ccccc3-c3ccccc32)CC1C(=O)O (centres undefined)	-4	-9	0	.	2.5	-6	4	-5	11
COc1ccc([C@@H]2[C@@H]3C(=O)N(C(C)(C)C)C(=O)[C@@H]3[C@]3(C)C(=O)N(c4ccc(C(F)(F)F)cc4)C(=O)N23)cc1	5	9	-1	-0.1	2.5	3	-1	13	0
COc1ccc(NC(=O)Nc2ccc(O)c3ccccc23)cc1	-1	-9	-4	-0.2	4.4	-7	-3	11	24
Cc1ccc(Oc2ncnc(N)c2[N+](=O)[O-])cc1	1	0	-3	-0.1	-2.1	2	-3	0	-1
CCc1ccc(C(c2c(C)nn(-c3ccccc3)c2N)c2c(C)nn(-c3ccccc3)c2N)cc1	0	-8	-1	-1.7	4.3	-4	2	17	-3
COc1ccc(C(=O)Nc2ccc(N3CCC(C)CC3)cc2)cc1Br	-1	-7	2	0.2	2.8	-4	3	5	-9
COc1ccccc1NC(=O)c1ccc(NC(=O)CN2CCCC2)cc1	2	5	-4	-0.1	-3.1	6	-5	2	2
Clc1ccc(-n2cccc2CN2CCc3c([nH]c4ccccc34)C2c2ccccn2)nc1 (centres undefined)	5	-1	-1	0.0	2.7	4	4	0	13
O=C(CCc1nc2ccccc2c(=O)[nH]1)Nc1cc(C(F)(F)F)ccc1N1CCOCC1	2	-4	-4	0.1	1.4	6	-3	-2	4
CCO[C@H]1OC(C(=O)N2CCOCC2)=C[C@@H](c2ccc(C(F)(F)F)cc2)[C@@H]1CCCO	-2	2	0	0.2	0.9	2	-5	-13	8
CCc1cc2c(=O)c(-c3nc4ccccc4n3C)coc2c(CN2CCN(C)CC2)c1O	-5	-16	-2	0.1	3.3	2	0	4	18
Cc1ccc(Cn2nc(C)c(NC(=O)c3cc(C)no3)c2C)cc1	-1	1	-1	-0.1	0.8	-6	-1	-1	3
O=C(O)c1ccc(Cn2ccc3ccccc32)o1	0	-2	1	0.0	-1.1	16	-1	10	-1
N#Cc1nc(-c2cccs2)oc1NCc1ccco1	5	-3	0	-0.1	0.9	-15	1	-16	6
Cc1ccc(NC(=O)C2=C(O)c3sccc3N(C)S2(=O)=O)cc1	11	-5	-1	-0.1	1.7	-5	5	-2	-1
O=C(Nc1ccon1)Nc1cc(Cl)ccc1Cl	0	4	-2	-0.2	2.6	-1	0	2	0

Additional records.
structure	Fh CTSL1 inh	EBNA-1 inhibitor	TPT1 inh	Efflux pump inh	PP5 primary	ZTA DNA inh	PP1 counter	core dimer inh	PREPL inh
CCOc1cccc2sc(N(CCN(C)C)C(=O)CCS(=O)(=O)c3ccccc3)nc12	1	1	0	-9.2	2.2	-3	-2	6	-3
Cc1cc(OC(C)C)c2c(-c3ccccc3)cc(=O)oc2c1	5	6	-2	0.0	3.4	5	4	11	-15
CCOC(=O)c1nnc(-c2ccc(C)cc2)nc1Oc1ccc(Cl)cc1Cl	-4	-16	-11	0.1	4.3	2	-7	8	8
Cc1ccc(OCc2nnc(N)s2)cc1C	4	0	-2	0.2	-2.0	12	-5	-2	12
COc1ccc(OC)c(NC(=O)[C@@H]2CCCN2C(=O)c2cccs2)c1	1	20	1	0.2	0.8	13	-4	0	9
Cc1ccc(COc2coc(CO)cc2=O)cc1	-5	-2	0	0.2	4.6	-1	-4	-1	6
COc1ccc(/C=C/C(=O)NC(=S)Nc2ccccc2C(=O)NC2CCCCC2)cc1	2	5	1	0.1	3.3	-2	-3	9	31
O=C(O)CC(NC(=O)C12CC3CC(CC(C3)C1)C2)c1ccc(OC2CCCC2)cc1 (centres undefined)	3	-17	2	0.1	2.0	4	0	7	2
CN(C)c1ccc(CNC2CC(C)(C)NC(C)(C)C2)cc1	6	-6	-2	0.2	1.9	-5	-4	-11	4
Cc1c(C(=O)Nc2nnc(C3CC3)s2)oc2ccccc12	.	.	.	0.0	2.9	15	0	.	-3
O=C(CSc1ccc(-c2ccccc2)nn1)NC1CCCC1	4	-2	0	0.2	4.1	-4	0	-7	15
CC1CN(S(=O)(=O)c2cccc(C(=O)OCC(=O)NCc3ccccc3)c2)CC(C)O1 (centres undefined)	.	.	.	-0.1	-1.8	9	-3	.	1
C(/C=C/c1ccccc1)=N/N1CCN(c2ccccc2)CC1	1	4	1	-0.1	-1.9	15	1	3	14
CN(CC(=O)Nc1ccc(Cl)c(C(F)(F)F)c1)C(=O)CCC(=O)c1ccccc1	.	.	.	0.1	3.8	-14	-3	.	1

Copied from the entries so far, three compounds:
structure	Fh CTSL1 inh	EBNA-1 inhibitor	TPT1 inh	Efflux pump inh	PP5 primary	ZTA DNA inh	PP1 counter	core dimer inh	PREPL inh
CC1CN(S(=O)(=O)c2cccc(C(=O)OCC(=O)NCc3ccccc3)c2)CC(C)O1 (centres undefined)	.	.	.	-0.1	-1.8	9	-3	.	1
C(/C=C/c1ccccc1)=N/N1CCN(c2ccccc2)CC1	1	4	1	-0.1	-1.9	15	1	3	14
CN(CC(=O)Nc1ccc(Cl)c(C(F)(F)F)c1)C(=O)CCC(=O)c1ccccc1	.	.	.	0.1	3.8	-14	-3	.	1

This is a subset. The share of hits here may be higher or lower than overall.
